# EWS-Fli block: EWS/Fli transcriptional activity inhibition. A673 NR0B1-luciferase reporter, viability-normalised. inhibition, % at 12.6 µM. hit rate 0.67% among 350,000. AID 651661;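 active = mean inhibition of at least 50% after viability correction, with every replicate also passing that limit; inconclusive = mean reaches 50% but only one of two replicates passes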;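 also: firefly luciferase signal divided by Alamar Blue viability fluorescence both relative to DMSO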
# DENV2 CPE rescue: DENV2-induced cell death inhibition | DENV2-infected cells, cytopathic effect rescue, plate reader | CPE inhibition, % at 9.99 µM | hit rate 1.7% among 350,000; in the data active = CPE inhibition above about 20%, passing the limit was not always enough; inconclusive = no clear call, values can overlap the other calls; tested in BHK-21 cells;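 also: 0% = median of neutral control wells and 100% = median of positive control wells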
# INS-1E GSIS act: GLuc luminescence reporter in INS-1E cells, primary screen for activators of glucose-dependent secretion of insulin; activation, % at 16.6 µM; hit rate 0.61% among 370,000; INS-1E GLuc reporter insulin secretion, 2-3 h;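 active = lowest replicate activation of at least 40%, so every replicate reaches that level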;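 also: 0% = median of neutral control wells and 100% = median of IBMX positive control wells; some compounds called inactive have numbers as strong as hits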
# PAX8 reporter: PAX8 transcriptional activity inhibition; AID 652154; inhibition, % at 12.6 µM; hit rate 1.2% among 360,000; RMG-I TPO-luciferase reporter, SteadyGlo, 24 h;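 active = mean replicate inhibition at least 60% with every replicate also reaching 60%; inconclusive = only one of the two criteria is met; inactive = mean below 60% and not all replicates reaching 60%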;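 also: luciferase light reporting Pax8 driven TPO promoter activity; plate controls were median of neutral control wells for no effect and mitoxantrone controls for full effect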
# ERp5 inh: ERp5 (human) disulfide isomerase inhibition; Q15084; ERp5 insulin aggregation, absorbance 650 nm, 90 min; inhibition, % at 9.99 µM; hit rate 0.05% among 350,000; AID 651711;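 active = mean replicate inhibition above about 25%, with every replicate also reaching it, limit read from the data, passing the limit was not always enough; inconclusive = only one of those two criteria met; inactive = neither criterion met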
# Target sequence (Q15084 whole entry, looked up): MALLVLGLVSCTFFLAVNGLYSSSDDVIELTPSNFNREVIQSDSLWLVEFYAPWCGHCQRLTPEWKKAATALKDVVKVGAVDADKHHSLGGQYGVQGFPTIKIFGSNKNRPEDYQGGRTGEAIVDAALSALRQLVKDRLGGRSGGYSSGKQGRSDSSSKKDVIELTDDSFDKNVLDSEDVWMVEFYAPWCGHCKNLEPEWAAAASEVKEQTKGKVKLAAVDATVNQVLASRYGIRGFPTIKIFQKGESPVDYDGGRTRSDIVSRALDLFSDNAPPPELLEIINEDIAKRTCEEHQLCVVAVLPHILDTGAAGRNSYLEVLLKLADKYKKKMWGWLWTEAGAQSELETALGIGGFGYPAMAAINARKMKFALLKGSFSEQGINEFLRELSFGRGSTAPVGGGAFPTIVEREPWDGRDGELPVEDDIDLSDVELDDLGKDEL
# ARNT-TACC3 inh: disruptors of human ARNT/TACC3 interaction | AlphaScreen His-ARNT PAS-B/GST-TACC3 binding, luminescence; TACC3 fragment carries E629A point mutation | inhibition, % at 9.99 µM | hit rate 0.66% among 390,000;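 active = mean inhibition of replicates at least 50% and at least half of replicates each reaching 50%; inconclusive = half or more replicates reach 50% but mean below 50%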;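 also: 0% = complete ARNT plus TACC3 wells and 100% = ARNT alone without TACC3; many hits fall short of the cut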
# Xi reactivation: X-chromosome reactivation activator. hit rate 0.055% among 360,000. XiGFP mouse fibroblasts, % GFP-positive cells imaging, 3 d; cells co-treated with 5-aza-dC sensitizer; scaled so ellipticine positive control = 100%. activation, % at 7.58 µM;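 active = mean normalized replicate activation at least 10% and every replicate at or above 10%; inconclusive = only one of the two criteria met; inactive = mean below 10% and not all replicates reach 10%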;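 also: 0% = median of on-plate neutral control wells and 100% = ellipticine 6 µM median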
#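 Material: XiGFP fibroblasts, SV40-immortalized; Buffer or medium: DMEM containing 5-aza-dC; Compound dosing: single point; Times: 3 days compound exposure.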
# CFTR F508del cor: correctors of CFTR F508del function in bronchial epithelial cells | CFBE cells, YFP halide quenching; stimulated with forskolin plus potentiator P3; % fluorescence drop versus neutral controls | activity (quench increase), % at 7.58 µM | hit rate 0.36% among 350,000;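 active = mean added fluorescence quench of at least 8% versus neutral control, with both replicates also reaching 8%; inconclusive = only one of the mean or replicate conditions met; inactive = mean below 8% and not both replicates reaching 8%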;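 also: cells transiently co-express mutant CFTR-F508del with the halide-sensitive YFP; corrector assay measuring rescue of mutant channel to the surface after 24 h compound exposure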
# An asterisk follows results filed as active; ? = inconclusive; · = not tested or not shown; & = joins results of further samples.
SMILES,EWS-Fli block,DENV2 CPE rescue,INS-1E GSIS act,PAX8 reporter,ERp5 inh,ARNT-TACC3 inh,Xi reactivation,CFTR F508del cor
O=C(C1CCOCC1)N1CC(=O)N2[C@H](CO)[C@@H](c3ccc(C#CC4CC4)cc3)[C@H]2C1,1,-3,8,-17,2,·,0.1,-1.8
COC(=O)c1ccc(-n2c(C)ccc2-c2ccccc2)cc1,1,-2,7,·,-1,3,·,-0.6
O=C(C[C@H]1CC[C@@H](NC(=O)C2CCOCC2)[C@@H](CO)O1)Nc1nccs1,1,-1,2,-11,-2,0,0.1,0.5
CC(C)NC(=O)N1[C@H](C#N)[C@H](c2ccc(-c3ccc(F)cc3)cc2)[C@H]1CO,0,-3,-13,-20,2,-2,0.1,1.6
Cc1cccc(N2CCN(Cc3nc(-c4ccc(F)cc4F)oc3C)CC2)n1,-2,-5,-33,8,-1,8,0.0,1.0
CCOc1cc(/C=N/Nc2cc(C)nc(-n3nc(C)cc3C)n2)ccc1O,53*,6,3,32,4,-1,-0.1,-0.2
C[C@H](CO)N1C[C@H](C)[C@@H](CN(C)S(=O)(=O)c2ccccc2)Oc2ccc(NC(=O)CCN3CCOCC3)cc2CC1=O,-5,7,1,-3,10,-4,-0.1,-1.4
CN(C)Cc1nc2c(c(=O)[nH]1)C1(CCCCC1)Cc1ccccc1-2,9,-3,4,·,-3,-3,·,1.4
O=S(=O)(NCC1CC1)c1ccc(F)c(Cl)c1,11,6,-1,19,0,-21,0.0,0.2
C[C@H]1CN([C@@H](C)CO)C(=O)c2cc(/C=C/c3ccccc3)cnc2O[C@@H]1CN(C)Cc1cccnc1,-15,1,4,·,0,-1,-0.7,-0.3
O=C(Nc1nnc(-c2ccc(Cl)cc2)o1)c1ccc(N2C(=O)CCC2=O)cc1,-10,3,-1,16,-4,-23,0.2,·
COc1ccccc1-n1c(Cc2cccs2)n[nH]c1=S,-8,12,-3,-7,3,·,0.2,-0.5
CC1Cc2ccccc2N1C(=S)NC1CCCC1 (configuration not stated),·,-10,6,3,0,·,0.0,-0.3
O=C(CN1C(=O)NC2(CCCC2)C1=O)N1CCCSC1=Nc1ccccc1,3,-2,-6,17,2,-3,0.3,0.6
O=Cc1cn(CC(=O)Nc2ccccc2)c2ccccc12,9,5,4,11,-3,-8,0.0,-1.3
COc1ccc(NC(=O)C2(c3ccc(NC(=O)c4ccc(OC)cc4)cc3)CCCC2)cc1,·,·,98*,-18,·,1,0.2,·
CCN(CC)CCN(CC(=O)Nc1c(C)cc(C)cc1C)C(=O)c1ccccc1,12,3,11,4,1,2,0.0,2.1
COc1cccc(NC(=O)N2CC(=O)N3[C@H](CO)[C@@H](c4ccc(C#CCC5CCCC5)cc4)[C@@H]3C2)c1,-7,1,0,41,-3,·,0.1,3.7
COc1ccc(NC(=O)N(C)C[C@@H]2Oc3ncc(-c4cc5ccccc5o4)cc3C(=O)N([C@H](C)CO)C[C@@H]2C)cc1,-1,7,-35,·,-1,7,-0.5,2.6
Cc1cc(NC(=O)C(C)SCC(=O)Nc2ccccc2N2CCCC2)no1 (configuration not stated),4,-6,9,-1,3,-6,-0.1,3.7
COc1cccc(NC(=O)CN(C)C(=O)c2cccc(NS(=O)(=O)c3ccc(Br)cc3)c2)c1,8,-2,-26,8,3,9,0.0,-0.7
Cn1cnc(S(=O)(=O)N2C[C@H](O)COC[C@H]3O[C@H](CC(=O)NC4CCCC4)CC[C@@H]32)c1,17,20,-7,-6,-1,-4,0.1,-3.6
CCCCNS(=O)(=O)c1ccc2nc(SCC(=O)Nc3cccc(F)c3)[nH]c2c1,·,·,-34,13,·,-5,0.0,·
COC(=O)c1c(C(=O)OC)c(-c2ccc(F)cc2)n2c1CSC2,7,-5,6,-51,1,3,0.3,·
COC(=O)[C@@H]1CCCN1Cc1nc(Cc2ccccc2F)no1,-5,1,-7,17,-2,0,0.0,-0.1
CCOC(=O)c1ccc(NC(=O)c2c(NCc3ccccc3)[nH]c(=O)[nH]c2=O)cc1,14,4,11,-1,-1,·,0.0,0.1
CN(C(=O)c1cccc(NC(=O)Cc2ccc(NC(=O)C3CCCN(C(=O)C4CCCC4)C3)cc2)c1)C1CC1 (configuration not stated),16,6,-6,-13,-3,0,0.1,-1.3
CC(=O)N(C)C[C@@H]1Oc2cc(-c3ccccc3)ccc2S(=O)(=O)N([C@@H](C)CO)C[C@H]1C,13,2,-4,-8,1,-11,-1.3,·
COc1cc(NC(=S)Nc2cccnc2)cc(OC)c1,3,-7,24,-3,4,5,-0.1,·
CCOc1ccc(OCCC(=O)NNC(=O)c2cc(OC)c(OC)c(OC)c2)cc1,1,-4,-10,1,3,0,0.4,3.0
Cn1c(=O)c(N=O)c(N)n(Cc2ccccc2)c1=S,9,3,-4,8,-4,3,0.2,2.9
CC(C)c1ccc(C(=O)N2CCOCC2c2cc(C(=O)Nc3ccccc3)no2)cc1 (configuration not stated),-14,-1,1,-25,3,·,-0.1,1.6
CCC[C@H]1CN(c2ccccc2)C(=O)[C@@H]1CC(=O)Nc1ccc(OC)cc1,6,-3,-28,0,-5,·,0.0,-0.4
CCOc1ccccc1OCCCC(=O)Nc1sccc1C(N)=O,-14,0,11,11,-3,-2,-0.1,·
C[C@@H](NC(=O)C[C@H]1C=C[C@H](NC(=O)Nc2ccc3c(c2)OCO3)[C@@H](CO)O1)c1ccccc1,0,-4,-8,6,7,-8,0.3,1.1
CN(/N=C/c1ccc(Cl)cc1)c1ncc(Cl)cc1C(F)(F)F,-26,?,-23,-16,-2,2,0.2,-2.2
OCc1ccccc1CN1CCCCCC1,0,0,4,9,-3,6,0.0,1.6
C[C@@H]1CN([C@H](C)CO)C(=O)c2cccc(NC(=O)C3CCOCC3)c2O[C@H]1CN(C)Cc1ccc2c(c1)OCO2,-5,0,19,7,3,·,-1.1,-2.4
Cn1c(-c2ccc(F)cc2)cnc1NCc1ccccc1F,-47,3,-4,13,3,-2,0.0,1.0
CN(C)C(=O)CCc1ccc2c3c([nH]c2c1)[C@]1(C)[C@@H](C(=O)N2CCCCC2)C[C@H](CC(=O)NCCC2=CCCCC2)C(=O)N1CC3,-2,4,-2,8,-2,-1,-0.2,2.5
CCC(CO)Oc1cc(NCc2ccccc2O)c2ncn(C(C)C)c2c1 (configuration not stated),3,-7,-13,-9,3,5,-0.2,-0.1
CCNc1ccc(C(=O)OCC(=O)NC(=O)NCC(C)C)cc1[N+](=O)[O-],-3,10,-1,-6,7,0,0.0,0.1
O=C(c1ccccn1)N1CC[C@@H]2[C@H]1c1cc(-c3ccccc3F)ccc1N[C@@H]2CO,-51,4,0,-66,·,0,0.0,-1.4
COc1ccc(NS(=O)(=O)c2ccc(/C=C/C(=O)O)cc2)cc1S(=O)(=O)N1CCOCC1,13,6,0,13,-9,-2,0.2,0.3
O=[N+]([O-])c1cccc(-c2nnc(-c3ccccc3F)o2)c1,-76,-9,1,-135,0,-10,0.0,2.2

# 2 compounds drawn at random from those above, as already listed:
SMILES,EWS-Fli block,DENV2 CPE rescue,INS-1E GSIS act,PAX8 reporter,ERp5 inh,ARNT-TACC3 inh,Xi reactivation,CFTR F508del cor
COC(=O)c1c(C(=O)OC)c(-c2ccc(F)cc2)n2c1CSC2,7,-5,6,-51,1,3,0.3,·
Cc1cc(NC(=O)C(C)SCC(=O)Nc2ccccc2N2CCCC2)no1 (configuration not stated),4,-6,9,-1,3,-6,-0.1,3.7

# (listing goes on)
SMILES,EWS-Fli block,DENV2 CPE rescue,INS-1E GSIS act,PAX8 reporter,ERp5 inh,ARNT-TACC3 inh,Xi reactivation,CFTR F508del cor
CC(=O)N1CCN(Cc2nc(-c3cccc(Cl)c3)no2)CC1,-12,1,2,-6,-2,-5,0.0,-0.2
CCc1ccc([C@@H]2C[C@H]3[C@@H](CN2S(=O)(=O)c2ccc(C)cc2)C(=O)C[C@@H](c2ccccc2F)N3S(=O)(=O)c2ccc(C)cc2)cc1,10,-5,4,37,0,·,0.3,-0.9
CO[C@H]1CN(C)C(=O)c2cc(NC(=O)CC(F)(F)F)ccc2OC[C@H](C)N(C(=O)C2CCOCC2)C[C@H]1C,7,19,3,-7,3,·,-0.1,-1.0
S=c1[nH]nc(Cn2cnc3ccccc32)n1-c1ccccc1Cl,-17,-6,55,4,-8,-3,0.0,-3.1
COc1ccc(CC(=O)N[C@@H](CCSC)C(=O)N2CCC3(CC2)NCCc2[nH]cnc23)cc1,·,8,6,6,-1,1,0.3,-3.9
Cc1cc(C)n2nc(C(=O)OCC(=O)Nc3cc(Cl)ccc3C)nc2n1,0,-9,31,-3,21,-4,0.1,-1.4
C[C@@H]1CN([C@H](C)CO)C(=O)c2cc(C#CCN(C)C)cnc2O[C@@H]1CN(C)Cc1cccc(C(=O)O)c1,-3,·,-4,·,·,·,0.5,-2.0
C[C@H]1CN([C@@H](C)CO)C(=O)c2cc(C#CCN(C)C)cnc2O[C@H]1CN(C)C(=O)NC1CCCCC1,3,3,17,-24,1,0,-1.1,·
C[C@H](CO)N1C[C@H](C)[C@H](CN(C)C(=O)C2CCCCC2)OCCCC[C@H](C)Oc2ccc(NC(=O)C3CCCCC3)cc2C1=O,4,20,-23,32,8,-14,0.7,-4.2
COCCNC(=O)C[C@H]1CC[C@@H](NS(=O)(=O)c2ccc(C)cc2)[C@H](CO)O1,9,1,8,6,2,-6,0.0,0.0
O=[N+]([O-])c1ccc2nc(CN3CCCCC3)[nH]c2c1,-19,-7,20,-25,-6,7,0.1,-2.0
CCC(=O)N1CCCCN2[C@H](C1)[C@@H](c1ccc(-c3cccnc3)cc1)[C@@H]2CO,-5,3,5,-46,0,-1,0.0,0.8
COCC(=O)NC[C@@H]1[C@@H](c2ccc(C3=CCCC3)cc2)[C@H](CO)N1C(C)=O,-15,·,9,-15,·,-8,0.0,-2.6
CN(C)CCCNC(=O)C[C@H]1CC[C@@H]2[C@H](COc3ccc(NS(C)(=O)=O)cc3C(=O)N2C)O1,-20,-2,-2,-41,5,-10,-0.1,-0.1
COc1cccc(S(=O)(=O)N[C@H]2CC[C@@H](CCn3cc(-c4ccccn4)nn3)O[C@H]2CO)c1,3,-2,6,-18,-4,·,-0.1,3.6
C[C@H](CO)N1C[C@H](C)[C@H](CN(C)S(C)(=O)=O)OCc2cnnn2CCCC1=O,2&2,-1&2,-4&4,-4&-5,3&0,-7,0.0&-0.1,-2.7&-1.0
O=C(Nc1ncccn1)C1c2ccccc2Oc2ccccc21,13,11,24,4,1,-4,-0.2,·
Cc1noc(C)c1NC(=O)Nc1ccc2c(c1)CC(=O)N([C@@H](C)CO)C[C@H](C)[C@H](CN(C)Cc1ccc(Cl)c(Cl)c1)O2,3,5,-15,-8,1,-4,0.1,0.7
CC(C)Sc1snnc1-c1ccccc1,2,7,-2,27,-4,-9,0.0,1.3
N/C(=N\OC(=O)c1ccc(Br)o1)c1cccnc1,-68,5,3,-105,3,-1,0.0,1.1
Cc1cc(C)cc(Nc2nc3ccc(C)cc3n3cnnc23)c1,-2,6,7,-121,1,-3,0.2,-1.6
Cc1ccc(NC(=O)CN(C)S(=O)(=O)c2cccc3cccnc23)cc1C,-3,-2,-6,4,0,-3,0.0,0.1
OCCN1CCN(c2ncnc3nc[nH]c23)CC1,-3,9,6,2,-9,-13,0.1,-0.3
COc1ccc(NC(=O)CCN2CCN(S(=O)(=O)c3ccc(OC)cc3)CC2)cc1,-4,-1,-5,-4,0,-14,0.1,-1.4
CC(C)(C)c1ccc(CSc2nnc(-c3ccccc3NC(=O)c3ccccc3)o2)cc1,·,·,5,-22,·,0,0.1,·

# Screening results (PubChem BioAssay)

# No enrichment for hits; overall some 4.2% were active at least once.
